# Rab2A wt mod: changes GTP binding to wildtype dog Rab2A, up or down | hit rate 0.19% among 190,000 | GST-Rab2 wt beads, Bodipy-GTP binding, flow cytometry | P61105 | GTP binding activity, % at 10 µM;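 active = GTP binding activity at least 20 points away from 100%, either lowered or raised; inconclusive = signal likely due to the compound's own green fluorescence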;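 note: 0% = beads with excess unlabeled GTP and 100% = no-compound control corrected for plate trend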
# Pf gametocyte: inhibitors of late stage P. falciparum gametocyte viability | hit rate 0.065% among 150,000 | inhibition, % at 10.9 µM | P. falciparum stage V gametocytes, ATP luminescence, 24 h;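 active = inhibition above the mean plus 3 SD of compounds within the control limits, set per campaign, cut at about 38% in these data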;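 note: 0% = DMSO wells and 100% = medium only without gametocytes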
# Rac1 mut GTP: human Rac1 activated mutant GTP binding change. GST-Rac1 activated beads, fluorescent GTP binding, flow cytometry; actives lie on both sides; 100% means binding = to untreated wells. percent activity (GTP binding), % at 10 µM. hit rate 0.11% among 190,000;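 active = GTP binding at least 20 percentage points away from the 100% baseline, in either direction, so actives lie on both sides; inconclusive = Compound likely fluorescent itself, or too few beads counted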
# HRas wt GTP bind: human HRas wildtype GTP binding, change in either direction; GTP binding activity, % at 10 µM; GST-Ras wt beads, Bodipy-FL-GTP binding, flow cytometry; actives lie on both sides; P01112; hit rate 0.14% among 190,000;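 active = GTP binding activity at least 20% away from the 100% baseline, either lowered as inhibitor or raised as activator; inconclusive = flagged as likely green fluorescent, judged across all proteins in the well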;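 note: 0% = unlabeled GTP competition control and 100% = no-compound control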
# Target sequence (P01112 whole entry, looked up): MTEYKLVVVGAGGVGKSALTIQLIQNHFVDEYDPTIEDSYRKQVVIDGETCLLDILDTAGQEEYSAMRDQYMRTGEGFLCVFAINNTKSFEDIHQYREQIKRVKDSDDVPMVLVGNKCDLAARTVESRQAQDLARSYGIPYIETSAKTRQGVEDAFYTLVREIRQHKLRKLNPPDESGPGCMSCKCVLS
# ABCB1 block: inhibitors of human ABCB1 transporter, ABCG2 counter-screen; CCRF-Adr cells, JC-1 efflux, flow cytometry; inhibition, % at 6.6 µM; hit rate 0.067% among 190,000; P08183; AID 1326; in the data active = inhibition above about 40%;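 note: 0% = vehicle and 100% = reference inhibitor; higher value means more JC-1 retained so stronger ABCB1 efflux block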
# Mcl1-Noxa inh: Mcl-1/Noxa interaction inhibition | hit rate 1.5% among 220,000 | inhibition, % at 21.7 µM | TR-FRET Mcl-1/Noxa peptide binding, 2 h | AID 1022;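 active = compounds that cut the protein-peptide binding signal by more than 50% relative to plate controls in a single-dose test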;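 note: His-tagged Mcl-1 with rhodamine Noxa BH3 peptide and terbium anti-His antibody; 0% = Mcl-1 plus Noxa peptide wells and 100% = peptide-only wells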
# Cdc42 wt GTP: human Cdc42 wildtype GTP binding change, either direction | P60953 | GST-Cdc42 beads, Bodipy-GTP binding, flow cytometry; actives lie on both sides | percent activity (GTP binding), % at 10 µM | hit rate 0.2% among 190,000;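 active = percent activity GTP binding at least 20 points away from the 100% baseline, either down as inhibitor or up as activator; inconclusive = compound flagged as likely green fluorescent from well-wide comparison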;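 note: median bead fluorescence of bound Bodipy-FL-GTP at 100 nM; 0% = excess unlabeled GTP control and 100% = no compound control; below 100% means less GTP binding so inhibitor and above means activator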
# Target sequence (P60953 whole entry, looked up): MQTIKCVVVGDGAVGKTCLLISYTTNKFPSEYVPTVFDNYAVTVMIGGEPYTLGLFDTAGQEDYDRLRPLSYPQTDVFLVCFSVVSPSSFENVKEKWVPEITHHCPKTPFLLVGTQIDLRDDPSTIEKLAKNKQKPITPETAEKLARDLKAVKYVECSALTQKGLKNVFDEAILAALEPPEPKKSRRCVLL
# ABCG2 inh: human ABCG2 inhibition, ABCB1 as counter-screen | hit rate 0.1% among 190,000 | AID 1325 | inhibition, % at 6.6 µM | IgMXP3 cells, JC-1 efflux, flow cytometry;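 active = inhibition above 80%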;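 note: 0% = DMSO and 100% = nicardipine control wells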
# Target sequence (Q9UNQ0 whole entry, looked up): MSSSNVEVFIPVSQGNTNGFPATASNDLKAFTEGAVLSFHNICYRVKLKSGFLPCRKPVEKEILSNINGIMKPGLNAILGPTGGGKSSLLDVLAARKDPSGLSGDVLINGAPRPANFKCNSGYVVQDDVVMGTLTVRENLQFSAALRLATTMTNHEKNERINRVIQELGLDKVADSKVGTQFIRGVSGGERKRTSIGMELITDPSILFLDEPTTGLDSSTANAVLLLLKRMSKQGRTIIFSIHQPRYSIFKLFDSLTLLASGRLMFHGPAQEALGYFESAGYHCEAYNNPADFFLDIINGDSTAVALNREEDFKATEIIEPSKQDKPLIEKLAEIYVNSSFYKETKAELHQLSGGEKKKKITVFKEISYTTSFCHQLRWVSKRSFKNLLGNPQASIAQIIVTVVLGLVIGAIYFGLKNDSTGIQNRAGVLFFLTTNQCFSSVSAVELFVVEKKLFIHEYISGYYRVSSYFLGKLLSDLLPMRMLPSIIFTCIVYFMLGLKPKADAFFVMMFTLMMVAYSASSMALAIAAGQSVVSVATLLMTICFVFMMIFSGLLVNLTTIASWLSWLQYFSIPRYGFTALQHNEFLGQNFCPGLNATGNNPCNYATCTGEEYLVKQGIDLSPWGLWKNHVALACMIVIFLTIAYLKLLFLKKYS
#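 Times: 10 min at 25 °C | Test system: Two drug-resistant human cell lines, ABCG2 and ABCB1 | Quantity: 3 million cells/mL final, two lines in 1:1 ratio | Signal: Flow cytometry, 530 nm JC-1 signal | Dosing: Compound at 6.6 µM | Controls: Nicardipine and DMSO wells | Reagent: JC-1 as fluorescent efflux pump substrate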
# Rac1 wt modul: alters GTP binding to wildtype human Rac1; GTP binding activity (% of control), % at 10 µM; P63000; hit rate 0.27% among 190,000; GST-Rac1 beads, fluorescent GTP binding, flow cytometry; actives lie on both sides; 0 = cold GTP competed, 100 = untreated;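 active = GTP binding activity at least 20 points away from the 100% control level, either lower or higher; inconclusive = compound flagged as likely green fluorescent, judged across all proteins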
# Rab7 wt modul: modulators of GTP binding to dog Rab7 wildtype GTPase; GST-Rab7 beads, fluorescent GTP binding, flow cytometry; actives lie on both sides; untreated = 100%, excess cold GTP = 0%; GTP binding activity (percent of control), % at 10 µM; hit rate 0.055% among 190,000; AID 758;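 active = fluorescent GTP binding to Rab7 beads changed by at least 20 points from the 100% baseline, either direction, mostly lower; inconclusive = compound itself probably fluorescent, or too few beads counted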;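 note: median green fluorescence of bound Bodipy-FL-GTP per Rab7 bead population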
# Avidin fluor: avidin bead compound fluorescence profile | Avidin beads, compound fluorescence 488/530 nm, flow cytometry; active compounds read high | fluorescence (KMESF) at 10 µM | hit rate 0.38% among 220,000; in the data active = fluorescence above about 47; note: inactives centre near 10
# * = called active by the depositor; ? = inconclusive; nt = no result given.
# Values run as follows: Rab2A wt mod	Pf gametocyte	Rac1 mut GTP	HRas wt GTP bind	ABCB1 block	Mcl1-Noxa inh	Cdc42 wt GTP	ABCG2 inh	Rac1 wt modul	Rab7 wt modul	Avidin fluor
O=C(NC1CCCCC1)C1CCN(C(=O)NCc2ccccc2)CC1
    103	0	103	103	0.6	14	102	5	105	101	11
O=C(CNC(=O)c1cccs1)NCC(=O)OCc1ccccc1Br
    95	-6	94	96	0.4	15	98	9	96	96	14
O=C(NCCN1C(=O)S/C(=C\c2ccc(Cl)c(Cl)c2)C1=O)c1cnccn1
    95	3	97	95	0.5	58*	99	6	98	98	10
O=C(CN1CCN(Cc2ccccc2)CC1)N/N=C\C=C/c1ccco1
    100	nt	102	102	1.6	4	107	8	102	99	2
COc1ccc(OC)c(C(=O)COC(=O)c2ccccc2O)c1
    97	24	96	99	0.2	2	96	5	97	99	3
O=C(CSc1nc2ccccc2o1)NC(=O)NCc1ccco1
    99	-2	98	100	0.0	26	100	4	99	100	8
O=C(C[n+]1cc(-c2ccc(Cl)c(Cl)c2)n2c1CCC2)N1c2ccccc2Sc2ccccc21
    101	-15	100	101	0.6	21	101	2	98	100	17
CC1CCN(CCNC(=O)c2ccc(NC(=O)C3CCCO3)cc2)CC1 (stereo unspecified)
    98	nt	98	97	0.5	13	98	4	100	99	5
COC(=O)c1c(NC(=O)COC(=O)c2ccc(O)cc2)sc2c1CCCCC2
    96	18	96	97	0.4	-130	98	5	101	98	10
CNC(=O)OC(C)CNS(=O)(=O)c1ccc(C)cc1 (stereo unspecified)
    104	nt	98	105	-0.5	-3	104	-1	105	106	6
CC(=O)Nc1ccc2c(c1)C(=O)c1ccccc1C2=O
    89	-15	92	89	1.3	27	89	49	87	97	59*
COCCNC(=O)/C(C#N)=C/c1cccc(NC(=O)c2ccccc2Cl)c1
    101	-11	99	100	1.0	-4	103	20	104	97	10
CCOc1cc(C2NN=C(c3ccc(C)cc3)S2)ccc1O (stereo unspecified)
    96	0	97	98	0.5	-29	99	0	99	99	10
CCOC(=O)c1cnn(-c2ccccc2)c1-n1cccc1C(=O)C(=O)Nc1ccccc1C(F)(F)F
    99	0	101	97	0.5	-17	95	1	106	94	10
COC(CNC(=O)Cn1ncc2ccsc2c1=O)OC
    100	nt	98	98	-0.9	16	100	1	101	101	13

# In another format: entries from further up.
Structure: O=C(CNC(=O)c1cccs1)NCC(=O)OCc1ccccc1Br
  Rab2A wt mod: 95; Pf gametocyte: -6; Rac1 mut GTP: 94; HRas wt GTP bind: 96; ABCB1 block: 0.4; Mcl1-Noxa inh: 15; Cdc42 wt GTP: 98; ABCG2 inh: 9; Rac1 wt modul: 96; Rab7 wt modul: 96; Avidin fluor: 14

Structure: O=C(NCCN1C(=O)S/C(=C\c2ccc(Cl)c(Cl)c2)C1=O)c1cnccn1
  Rab2A wt mod: 95; Pf gametocyte: 3; Rac1 mut GTP: 97; HRas wt GTP bind: 95; ABCB1 block: 0.5; Mcl1-Noxa inh: 58*; Cdc42 wt GTP: 99; ABCG2 inh: 6; Rac1 wt modul: 98; Rab7 wt modul: 98; Avidin fluor: 10

Structure: O=C(CN1CCN(Cc2ccccc2)CC1)N/N=C\C=C/c1ccco1
  Rab2A wt mod: 100; Pf gametocyte: nt; Rac1 mut GTP: 102; HRas wt GTP bind: 102; ABCB1 block: 1.6; Mcl1-Noxa inh: 4; Cdc42 wt GTP: 107; ABCG2 inh: 8; Rac1 wt modul: 102; Rab7 wt modul: 99; Avidin fluor: 2

Structure: COc1ccc(OC)c(C(=O)COC(=O)c2ccccc2O)c1
  Rab2A wt mod: 97; Pf gametocyte: 24; Rac1 mut GTP: 96; HRas wt GTP bind: 99; ABCB1 block: 0.2; Mcl1-Noxa inh: 2; Cdc42 wt GTP: 96; ABCG2 inh: 5; Rac1 wt modul: 97; Rab7 wt modul: 99; Avidin fluor: 3

# Next section:
# Values run as follows: Rab2A wt mod	Pf gametocyte	Rac1 mut GTP	HRas wt GTP bind	ABCB1 block	Mcl1-Noxa inh	Cdc42 wt GTP	ABCG2 inh	Rac1 wt modul	Rab7 wt modul	Avidin fluor
O=C(Nc1ccc2c(c1)N(Cc1ccccc1)C(=O)c1ccccc1S2)NC1CC1
    102	nt	99	100	0.0	-58	98	0	99	97	8
CCCC(C)C(=O)N(Cc1ccccc1)c1ccccn1 (stereo unspecified)
    98	nt	96	100	0.4	3	100	0	101	98	12
O=C(CN1CCC(C(=O)c2ccc3c(c2)OCCO3)CC1)NC1CCCC1
    101	-5	100	100	0.0	-11	103	0	103	101	6
CCOC(=O)C1=C(C)N(C)C(=O)C1CC(=O)O (stereo unspecified)
    102	-4	101	104	0.3	-6	105	1	102	100	9
Cn1cc(/C=C(\C(=O)O)C(C(=O)O)=C2CCCCC2)c2ccccc21
    99	-15	95	97	0.0	6	94	0	99	102	5
O=C(N/N=C/c1ccccc1O)C(=O)Nc1ccccn1
    101	-17	98	100	-0.6	23	98	2	104	103	9
CSc1ccc(CNCCN2CCOCC2)cc1
    96	-15	96	93	0.3	27	97	2	94	98	9
Cc1ccccc1OCc1csc(N)n1
    96	8	93	95	0.8	4	95	9	100	104	9
COc1cccc(N2C(=O)C(c3ccccc3)=C(c3nc4ccccc4s3)C2NC(C)=O)c1 (stereo unspecified)
    98	11	100	99	2.7	-3	98	3	99	95	12
CCCNC(=S)N1CCC(NC(=O)C23CC4CC(CC(C4)C2)C3)CC1
    99	nt	99	100	-0.3	18	102	0	103	100	24
COc1ccc([N+](=O)[O-])cc1NC(=O)CSCc1ccccc1
    100	1	97	99	1.2	-13	99	56	102	101	12
CC(=N/O)/C(C)=N\NC(=O)c1ccccn1
    98	9	99	95	3.0	24	97	8	98	97	30
Cc1cccc(C)c1NC(=O)CSc1nnc(NC(=O)CN2CCOCC2)s1
    100	nt	97	102	0.6	-8	103	3	100	99	38
CCOC(=O)C1(Cc2ccccc2C(F)(F)F)CCN(C2CCCC2)CC1
    99	8	96	95	0.5	16	97	2	99	99	13
Cc1ccc(C(=O)COC(=O)CCc2ccc(S(=O)(=O)N3CCCCC3)cc2)cc1
    98	nt	99	101	0.0	6	103	2	101	99	25
O=C(CCC(=O)Nc1ccccc1Cl)NNC(=O)c1ccccc1[N+](=O)[O-]
    98	7	97	94	-0.1	-13	98	0	99	92	10
c1ccc(CSc2nnnn2-c2cccc3ccccc23)nc1
    ?	15	?	?	0.1	18	?	1	?	?	16
CCC(C)NC(=O)NCc1ccccc1F (stereo unspecified)
    99	-14	99	101	0.5	10	100	2	106	108	9
c1ccc(-n2cc(CN3CCCC3)c(-c3ccc4c(c3)OCO4)n2)cc1
    101	-12	95	98	0.0	-11	100	0	98	106	10
CN(C)S(=O)(=O)c1cc(NC(=O)CN2CCN(c3ccc(O)cc3)CC2)ccc1Cl
    101	7	98	102	0.2	48	96	1	101	104	29
O=C(O)CCc1ccc(-c2cccs2)o1
    ?	nt	?	?	0.0	16	?	0	?	?	22
C=CCN(CC=C)C(=O)CN1C(=O)c2ccccc2C1=O
    95	-47	97	97	1.5	5	98	4	98	96	37
CNS(=O)(=O)c1cc(NC(C)=O)c(C)cc1C
    101	-2	98	99	0.5	6	101	7	101	101	9
CCCOc1ccc(C(=O)CCC(=O)OCC(=O)N2CC(=O)Nc3ccccc32)cc1
    100	nt	101	100	0.0	2	101	0	102	98	8
Cc1nnc(SCC(=O)Nc2ccc(S(=O)(=O)N3CCCCC3)cc2)s1
    100	2	99	102	0.5	24	101	2	95	97	14
CC(NC(=O)c1cccnc1)C(=O)N1CCCCC1 (stereo unspecified)
    101	-10	99	103	-0.1	-8	101	1	101	103	15
CCn1c(O)c(C=Nc2ccccc2)n(-c2ccccc2)c1=S
    100	-28	102	103	0.1	-11	104	1	105	101	5
Cc1ccc(C)c(-n2c(Cc3cccs3)n[nH]c2=S)c1
    93	-21	96	95	-0.1	40	98	1	100	98	10
CCOC(=O)COc1ccc(CCNC(C)=O)cc1
    101	0	100	102	0.5	-6	104	6	107	96	22
COCC(=O)Nc1c(C(=O)Nc2ccc3c(c2)OCCO3)oc2ccccc12
    95	-3	95	94	2.1	-3	94	16	94	94	5
Cc1cc(C)n(CC(O)Cn2cnc3c2c(=O)n(C)c(=O)n3C)n1 (stereo unspecified)
    102	-20	100	102	-0.3	-2	103	-2	104	94	7
CCN(CC)CCN1C(=O)C(=O)/C(=C(/O)c2ccc(F)cc2)C1c1cccnc1 (stereo unspecified)
    101	12	98	100	0.2	6	104	5	104	102	7
COC(=O)c1sccc1-n1cccc1C(=O)C(=O)N1CC(C)OC(C)C1 (stereo unspecified)
    102	10	102	101	0.2	-2	99	0	102	102	9
O=C(CCl)N(c1ccccc1)C1CCCCC1
    93	-4	94	91	-0.1	2	95	-1	95	93	27
CC(C)(C)n1nnnc1C(c1ccc(Cl)cc1)N(Cc1cccnc1)Cc1ccco1 (stereo unspecified)
    97	nt	98	99	3.7	-12	96	2	101	97	13
C=CCNC(=O)c1onc(CSc2ccccc2)c1C(=O)O
    94	18	92	97	0.7	34	98	6	96	96	10
O=C1NC2(CCCCC2)C(=O)N1/N=C/c1ccccc1Br
    94	-2	94	93	0.1	2	95	0	92	92	25
Oc1ccc(NCc2cccc(OCc3ccccc3)c2)cc1
    97	7	99	98	0.2	41	98	2	100	98	6
CCN(CC)C(=O)N1CCC(NC(=O)Cc2ccccc2)CC1
    97	nt	102	97	0.1	1	102	5	110	91	17
c1ccc(Cn2c(-c3cncs3)nc3ccccc32)cc1
    101	7	98	101	0.4	20	102	2	102	97	27
Cc1ccc(CCNC(=O)CCNS(=O)(=O)c2ccc3c(c2)oc(=O)n3C)cc1
    98	nt	101	101	0.5	17	103	3	106	96	13
CSc1nc2nc3c(cc2c(=O)n1-c1ccccc1)COC(C)(C)C3
    ?	-1	?	?	0.6	-18	?	1	?	?	7

# Screens deposited in PubChem by several laboratories.
